Compound activity: PubChem, NCI
All columns: NCI-60 one-dose screen, growth in % after 48 h at 10 µM unless noted; 100 = growth as untreated, 0 = no growth, -100 = all killed.
NCI-H23 – NCI-H23 lung cancer; actives 4% (n = 80,000); AID 1794731
COLO 205 – COLO 205 colon cancer | AID 1794742 | actives 7.3% (n = 79,000)
NCI-H522 – NCI-H522 lung cancer; actives 8% (n = 78,000); AID 1794739
NCI-H226 – NCI-H226 lung cancer; actives 3.5% (n = 79,000); AID 1794732
NCI/ADR-RES – NCI/ADR-RES ovarian cells | actives 4.4% (n = 81,000)
KM12 – KM12 colon cancer cells; AID 1794800; actives 5% (n = 82,000)
NCI-H460 – NCI-H460 lung cancer. actives 6.8% (n = 82,000). AID 1794736
NCI-H322M – NCI-H322M lung cancer | actives 2.7% (n = 80,000) | AID 1794733
IGROV1 – IGROV1 ovarian cancer | AID 1794786 | actives 4.7% (n = 79,000)
Numbers without * were called inactive; . = no result given; & = joins results of further samples; [ ] = dose if it differs, or a comment. How the source made its calls: active means growth percent below 10; inactive means the rest.

SMILES	NCI-H23	COLO 205	NCI-H522	NCI-H226	NCI/ADR-RES	KM12	NCI-H460	NCI-H322M	IGROV1
Nc1nc(Cl)c2ncn(Cc3ccc4c(c3)OCO4)c2n1	61	29	34	82	50	18	19	65	72
CCOc1ccc(/C=N/NC(=O)C(=O)N/N=C/c2ccc(OCC)c(OCC)c2)cc1OCC	109	113	94	.	105	106	112	107	96
N#Cc1c(-c2cccs2)nc2c(c(-c3ccccc3)nn2-c2ccccc2)c1-c1ccc2c(c1)OCO2	96	110	76	101	99	97	98	97	94
O=C(Nc1cccc(Cl)c1)Oc1c(Br)c(Br)c(Br)c(Br)c1Br	91	100	59	81	96	106	100	107	107
Cc1ccc(NCc2ccccc2)cc1	91	.	75	94	97	101	107	101	83
Cc1sc2nc(CSc3nnc(-c4ccco4)o3)[nH]c(=O)c2c1C	121	109	104	102	112	118	108	131	109
O=C(/C=C/c1ccc(Cl)cc1)Nc1ncc(Cc2ccc(Cl)cc2)s1	88	36	67	67	78	23	26	68	80
CC[C@@H](C)[C@@H]1NC(=O)[C@H]([C@@H](C)CC)NC(=O)[C@@H]2CCCN2C(=O)[C@@H]2CCCN2C(=O)[C@H](CCCNC(=N)N)NC(=O)[C@H](CCCNC(=N)N)NC(=O)[C@@H](CC(C)C)NC(=O)[C@H](Cc2ccccc2)NC(=O)[C@@H](NC(=O)[C@@H](N)CS)CSSC[C@H](C(=O)N[C@@H](C)C(=O)O)NC(=O)[C@H](Cc2c[nH]c3ccccc23)NC(=O)[C@H](Cc2ccccc2)NC(=O)[C@H](Cc2ccccc2)NC(=O)CNC(=O)[C@H](CCC(=O)O)NC(=O)[C@@H](Cc2cnc[nH]2)NC(=O)[C@H](Cc2cnc[nH]2)NC(=O)[C@H](CC(C)C)NC(=O)[C@@H](CC(C)C)NC(=O)[C@H](Cc2ccccc2)NC(=O)[C@H]([C@@H](C)CC)NC(=O)[C@H](CCCNC(=N)N)NC1=O	97	111	104	100	105	99	99	106	95
C[C@]12CCc3nc(Nc4cccc(O)c4)sc3C1=CC[C@@H]1[C@@H]2CC[C@]2(C)/C(=N\NC(N)=S)CC[C@@H]12	57	43	-12*	92	48	13	21	74	-35*
CC(C)(C)c1nn(-c2ccccc2)c2c1COCN2Cc1cccnc1	97	109	80	90	102	98	103	115	61
CC(=O)O[C@H]1CO[C@@H]2C(Oc3ccnc(NC4CCN(C(=O)C(C)(C)C)CC4)n3)CO[C@H]12 (stereo partly drawn)	103	114	96	93	98	120	114	104	101
CC12CC3(C)SC(C)(CC(C)(S1)S2)S3	102	114	.	94	104	99	109	95	102
COc1ccc(/C=C(/C)c2ccc3ccc(OC)cc3[o+]2)c(O)c1	53	115	53	71	45	72	81	95	58
O=C(NCCNc1nccc(Nc2ccc(S(=O)(=O)Nc3ccccn3)cc2)n1)c1cccc(Br)c1	96	100	87	97	102	104	105	94	102
COc1ccc(CC(C)=C(c2ccc(OCCN3CCCCCC3)cc2)c2ccc(OCCN3CCCCCC3)cc2)cc1	-88*	-67*	-82*	-74*	-90*	-97*	-95*	-99*	-78*
O=C(c1ccc(Cl)cc1)C1Oc2ccccc2C1O (stereo not drawn)	89	106	93	89	98	103	100	88	83
CCOC(=O)C(=CNc1ccccc1[N+](=O)[O-])C(=O)OCC	99	.	89	88	101	106	105	96	107
O=C1c2nc3n(c2C(=O)c2nc4n(c21)CCC4)CCC3	91	123	93	95	94	85	67	101	113
COc1ccc(/C=C2/CN(C(=O)c3ccccc3F)C/C(=C\c3ccc(OC)cc3)C2=O)cc1	74	59	38	58	50	.	94	83	31
OC(CCC(O)(c1ccccc1)c1ccccc1)(c1ccccc1)c1ccccc1	80	103	90	87	69	75	20	102	91
CCCCCCCCCCCCc1ccc(C(C)=O)cc1	113	120	.	93	110	106	104	93	105
CNC(=O)c1cc(Oc2ccc(NC(=O)Nc3ccc(Cl)c(C(C)C)c3)c(F)c2)ccn1	36	42	54	47	66	27	75	112	.
Cc1cc2nc(C(Cl)Cl)nc(-c3ccco3)n2n1	77	26	94	96	63	25	0.6*	23	91
CC1(C)S[C@@H]2[C@H](NC(=O)C(C(=O)O)c3ccccc3)C(=O)N2[C@H]1C(=O)O (stereo partly drawn)	97	110	106	92	100	112	110	102	104
O=S(=O)(NCCCNc1cc(-c2cn(-c3ccccc3)nc2-c2cccc(O)c2)ccn1)c1ccc(C(F)(F)F)cc1	44	-57*	70	50	35	23	22	50	59
CCCCC[C@H](O)c1ccccc1[C@@H]1O[C@@H](CCC(=O)OC)[C@H](O)[C@H]1I	94	119	96	92	85	98	105	103	95
Nc1c(-c2ccc(-c3ccccc3)cc2)nc2cnccn12	96	114	81	96	99	97	100	97	109
CC1CCN(C(=O)CCCl)c2ccccc21 (stereo not drawn)	91	111	85	105	98	102	101	107	97
COc1ccc(C2CC(c3ccc(OC)cc3OC)=NN2C(=O)c2ccc(S(C)(=O)=O)cc2)cc1 (stereo not drawn)	100	97	57	93	104	96	102	95	106
COc1ccc(/C=C(\c2cc(OC)c(OC)c(OC)c2)c2nnc(-c3cc4ccccc4o3)o2)cc1	94	99	94	88	87	105	102	82	114
Cc1nc2ccccc2c(Oc2ccccc2)c1-c1ccccc1	91	99	78	82	79	92	93	95	79
CC(C)CNCCCNc1ccnc2cc(Cl)ccc12	93	90	91	95	93	96	98	93	91
COC(=O)C1=C(C)NC(C)=C(C(=O)OC(C)C)C1c1cccc2nonc12 (stereo not drawn)	103	108	.	94	81	113	103	.	110
Cc1cc2c(C(C)C)c(O)c(O)c(C=NCC(=O)O)c2c(O)c1-c1c(C)cc2c(C(C)C)c(O)c(O)c(C=NCC(=O)O)c2c1O	94	118	100	86	96	102	103	98	108
CCC(O)CN(C)Cc1cc2c(c3ccccc13)CCCC2 (stereo not drawn)	88	95	76	98	85	94	95	87	59
Clc1ccc(SCc2ccc(CSc3ccc(Cl)cc3)cc2)cc1	105	112	90	103	120	98	105	113	99
COc1ccc(C2=NN(C(C)=O)C(c3cc(-c4cc5ccccc5o4)n(-c4ccccc4)n3)C2)cc1 (stereo not drawn)	104	121	98	104	106	105	108	97	110
C#C[C@@H]1C[C@H](O)Cc2ccc(Cl)c(C)c2N1	103	113	99	96	103	121	113	100	105
O=C(CCCn1c2c(sc3ccccc32)c(=O)n2nnc(-c3ccccc3)c12)NCCc1cnc[nH]1	23	-3.8*	-96*	98	21	-63*	-93*	-34*	.
Cc1ccccc1Oc1nc2sc3cc(Cl)c(Cl)cc3n2c(=N)c1C#N	97	122	57	92	106	116	96	101	.

7 compounds picked at random from the list so far, as already listed:
SMILES	NCI-H23	COLO 205	NCI-H522	NCI-H226	NCI/ADR-RES	KM12	NCI-H460	NCI-H322M	IGROV1
O=C(CCCn1c2c(sc3ccccc32)c(=O)n2nnc(-c3ccccc3)c12)NCCc1cnc[nH]1	23	-3.8*	-96*	98	21	-63*	-93*	-34*	.
COc1ccc(C2=NN(C(C)=O)C(c3cc(-c4cc5ccccc5o4)n(-c4ccccc4)n3)C2)cc1 (stereo not drawn)	104	121	98	104	106	105	108	97	110
CC(C)CNCCCNc1ccnc2cc(Cl)ccc12	93	90	91	95	93	96	98	93	91
Cc1ccccc1Oc1nc2sc3cc(Cl)c(Cl)cc3n2c(=N)c1C#N	97	122	57	92	106	116	96	101	.
CCC(O)CN(C)Cc1cc2c(c3ccccc13)CCCC2 (stereo not drawn)	88	95	76	98	85	94	95	87	59
C#C[C@@H]1C[C@H](O)Cc2ccc(Cl)c(C)c2N1	103	113	99	96	103	121	113	100	105
COc1ccc(C2CC(c3ccc(OC)cc3OC)=NN2C(=O)c2ccc(S(C)(=O)=O)cc2)cc1 (stereo not drawn)	100	97	57	93	104	96	102	95	106

(further entries)
SMILES	NCI-H23	COLO 205	NCI-H522	NCI-H226	NCI/ADR-RES	KM12	NCI-H460	NCI-H322M	IGROV1
C=CCNc1nnc(C)s1	98	122	.	100	103	101	115	97	.
CCCOC(=O)COc1ccc(OC)cc1	92	103	94	97	96	82	105	90	95
CN(C=O)CCc1ccccc1	99	113	89	97	104	103	107	106	99
CCCc1c(Cl)c2c(OC)cc(-c3c(CC4OCCO4)cc4oc5ccccc5c(=O)c4c3O)c(O)c2c(=O)n1C	99	108	84	89	102	98	107	89	96
C#Cc1cccc(NC(=O)Nc2ccccc2NC(=O)C=C)c1	99[8.25 µM]	119[8.25 µM]	88[8.25 µM]	86[8.25 µM]	102[8.25 µM]	102[8.25 µM]	104[8.25 µM]	97[8.25 µM]	102[8.25 µM]
O=C(O)c1cn(C2CC2)c2cc(N3CCN(Cn4nc(-c5ccncc5)n(-c5ccccc5)c4=S)CC3)c(F)cc2c1=O	103	.	95	.	104	103	105	114	110
CCn1c(SCC(=O)c2ccc(Cl)cc2)nnc1-c1ccncc1	106	116	96	101	110	108	105	110	107
COc1ccc(/C(C)=C(/C#N)c2nnc(NC(=O)c3ccc(-n4c(=O)[nH]c5ccccc5c4=O)cc3)s2)cc1	101	123	90	89	106	109	106	97	106
CC(=O)OC1CCC(OC(C)=O)CC1 (stereo not drawn)	111	112	.	108	109	103	111	122	114
CC/C(Cc1ccccc1)=C(\c1ccc(OCCN(C)C)cc1)c1ccc(OC(=O)NCc2ccccc2)cc1	96	80	88	93	87	91	92	91	77
CCc1ccc2c(c1)N(CCO)C1=C(C(=O)OC1)C2c1ccc(Cl)c(Cl)c1 (stereo not drawn)	98	102	44	97	82	68	101	79	80
COc1ccc(C2=C/C(=C\c3ccc(Cl)cc3)C(=O)N2/N=C/c2ccc(Cl)cc2)cc1	103	97	74	93	104	90	106	90	91
COc1ccc2[nH]cc(-c3nc(N)nnc3-c3cn(C)c4ccc(F)cc34)c2c1	93	99	82	99	99	85	100	80	78
COCCn1c(-c2ccccc2)cc2c1-c1oncc1CC2	92	82	89	91	89	96	82	97	84
CCc1cc(-c2cc(CC)[nH]n2)n[nH]1	98	106	98	95	109	106	106	97	107
COc1cc(C2=NN(C=O)C(c3sc(N4CCOCC4)nc3Cl)C2)cc(OC)c1OC (stereo not drawn)	98	108	83	89	94	108	114	85	96
CCOC(=O)NC(C)(C)CC(C)(C)C	104	112	75	100	108	107	107	113	106
O=C(Cn1c(=O)sc2nc3ccccc3nc21)Nc1ncc(Cc2ccc(Cl)cc2)s1	98	102	81	87	85	93	103	99	91
Cc1ccc(C2=NN3C(C2)c2ccccc2OC3c2ccc3noc(-c4ccc(Cl)cc4)c3c2)cc1 (stereo not drawn)	103	117	102	99	109	106	108	106	101
COc1ccc2nc(-c3ccc(Cl)cc3)cc(-c3nnc(SCC(=O)Nc4ccc(C(C)=O)cc4)o3)c2c1	78	101	78	95	98	101	100	109	89
CCOC(CCC#N)c1ccccc1 (stereo not drawn)	112	113	97	104	123	110	119	113	107
C/C(=N\Nc1ccc(Cl)cn1)c1ccc2ccccc2n1	21	9.8*	12	-5.2*	-0.5*	20	3.2*	16	17
CCc1c(C)[nH]c(=O)c(C(N)=O)c1C#N	107	110	80	117	119	106	106	104	107
O=C(N/N=C/c1ccc(Cl)cc1)c1cc(-c2cc3ccccc3o2)nn1-c1ccccc1	92	96	78	91	93	102	106	97	66
Cc1ccc(-n2nc(C(N)=O)c(N3CCCC3)n2)cc1	95	111	90	91	102	100	101	89	91
COc1cc(NCC(O)CN(CC(C)C)C2CCCC2)c2ncccc2c1 (stereo not drawn)	78	97	71	94	89	87	89	110	89
CCOC(=O)c1ccc(N=Cc2sc(=S)[nH]c2O)cc1	92	101	87	103	91	89	98	93	99
N#Cc1c(-c2ccccc2)c(C#N)c(=O)n(-c2nccs2)c1N	90	105	89	86	91	94	99	86	91
O=CN1N=C(c2ccc(Cl)cc2)CC1c1cccc(Nc2ccnc3cc(Cl)ccc23)c1 (stereo not drawn)	12	-27*	.	24	2.5*	20	11	42	34
COC(=O)C(Cc1ccc(O)c(O)c1)NC(=O)C(CSC/C=C(\C)CCCC(C)CCCC(C)CCCC(C)C)NC(C)=O (stereo not drawn)	31	3.8*	-86*	30	74	16	19	67	17
Clc1ccc2c(c1)C=C1CSCC3=Cc4cc(Cl)ccc4OC13O2	91	95	83	103	88	90	110	114	110
CC(=O)c1cccc(Nc2ccnc(SCC(=O)c3ccc(Cl)cc3)n2)c1	88	103	80	88	88	101	101	.	79
C=CCn1c(-c2ccccn2)n[nH]c1=S	109&100	108&107	116	98&107	105&106	108&103	110&105	112&99	114&111
Cc1sc2nc(N3CCCCC3)[nH]c(=O)c2c1C	96	100	.	88	97	102	101	102	107
CC(C)(C)CC(C)(C)c1ccc(OCCSC(=N)N)cc1	61	-77*	48	72	72	33	35	72	77
O=NN(CCCl)C(=O)NC1CCCCC1	105&99	113&133	89	99&90	101&94	106&100	103&107	100	114&89
CCOC(=O)c1nc(Oc2ccc(NC(=O)Nc3cccc(C)c3)cc2)c2ccccc2n1	95	109	90	97	101	101	94	94	103
CCCCC[C@@H]1C/C=C(\C)[C@@H](O)C(C)(C)C(=O)[C@@H](C)/C=C(\C)[C@@H]2C[C@H](O)C[C@](O)(CC(=O)O1)O2	31	38	13	14	20	45	50	82	59
Cc1ccc(S(=O)(=O)Oc2ccc3c4c(c(=O)oc3c2)CCCCC4)cc1	63	28	58	56	53	35	37	95	82
Cc1ccc(/C=C/C(=N/N=C(N)N)c2ccccc2)cc1	31	-16*	9.1*	60	35	15	8.2*	41	43
Cc1oc2ccc(O)c(CN3CCCCCC3)c2c1C(=O)Nc1ccc(C(F)(F)F)cc1	70	49	73	72	54	66	52	69	54
Cn1cnccc1=O	93	114	104	100	98	107	105	96	109
